# SW480 rerep = A quantitative high throughput screen for small molecules that induce DNA re-replication in SW480 colon adenocarcinoma cells. SW480 DNA re-replication, Hoechst DNA content imaging, 48 h. Potency, µM (doses to about 46.1 µM), for inactives: at the top dose re-replication activation, hits mostly activators. actives 1.8% (n = 340,000). AID 624297, 2012; note: potency is the fitted concentration of half-maximal effect; % of control where 0% means no effect; nearly all actives have a fitted effect of over 55% in size
#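 Compounds, transferred as 23 nL by pin tool, were incubated with cells for 48 hr; DNA content per nucleus was then quantified by Hoechst staining and fluorescence plate imaging.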
# HT1080 IDH1KD tx = qHTS for induction of synthetic lethality in tumor cells producing 2HG: qHTS for the HT-1080-IDH1KD cell line; HT-1080 IDH1 knockdown viability, ATP luminescence, 48 h; Potency, µM (titrated, usually from 46.1 µM), for the others: top-dose activity, negative = toxicity, hits mostly cytotoxic; actives 2% (n = 360,000);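 note: potency is the fitted concentration of half-maximal effect; 0% = DMSO wells and -100% = cell-free medium wells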
#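 In this qHTS, HT-1080 cells depleted of IDH1 are exposed for 48 h at 37 °C to compound titrations. Toxicity is scored from CellTiter-Glo luminescence, with DMSO as full viability and medium alone as none.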
# MCF10A rereplic = A quantitative high throughput screen for small molecules that induce DNA re-replication in MCF 10a normal breast cells; MCF 10A DNA re-replication, Hoechst nuclear intensity, 48 h; actives 2.9% (n = 350,000); Potency, µM (highest dose often 46.1 µM), for the others: at the top dose activity, positive = re-replication, hits mostly activators; note: potency is the fitted concentration of half-maximal effect; % of control where 0% means no effect; nearly all actives have a fitted effect of over 50% in size
# S2 tox = Viability Counterscreen for Primary qHTS for Inhibitors of ATXN expression. S2 cells (HEK-293 line with an ATXN2-luciferase reporter) viability, CellTiter-Fluor protease fluorescence, 24 h. AID 651635, 2014. actives 0.49% (n = 400,000). Potency, µM (doses to about 56.7 µM), hits mostly cytotoxic; note: potency is the fitted concentration of half-maximal effect; nearly all actives have a fitted effect of over 40% in size
# HT1080NT lethal = qHTS for induction of synthetic lethality in tumor cells producing 2HG: qHTS for the HT-1080-NT fibrosarcoma cell line; HT-1080-NT fibrosarcoma viability, CellTiter-Glo ATP luminescence, 48 h; Potency, µM (doses to about 46.1 µM), for inactives: top-dose activity, negative = less viability, hits mostly cytotoxic; actives 1.6% (n = 360,000); AID 686970, 2013;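 note: NT is the 2HG producing partner of a matched IDH1 knockdown line; potency is the fitted concentration of half-maximal effect; 0% = DMSO-treated cells and -100% = media-only wells without cells; nearly all actives have a fitted effect of over 55% in size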
#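 A 48-hour cytotoxicity screen used HT-1080-NT cells plated 2 hours before compound delivery. ATP-based CellTiter-Glo luminescence measured viability, normalized to DMSO and no-cell controls.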
# KB-3-1 cytotox = qHTS assay for MDR1-selective chemotherapeutics: Primary screen using the parental adenocarcinoma cell KB-3-1; KB-3-1 viability, CellTiter-Glo ATP luminescence, 72 h; Potency, µM (highest dose often 46.1 µM), inactives show top-dose activity change, negative = cytotoxic, hits mostly cytotoxic; actives 1.4% (n = 400,000); AID 1347075, 2019; note: potency is the fitted concentration of half-maximal effect; % is set by controls: 0 for no effect and ±100 for the full control effect; nearly all actives have a fitted effect of over 60% in size
#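 KB-3-1 parental drug-naive adenocarcinoma cells in DMEM/10% FBS, incubated 72 h at 37 C with pin-transferred compounds across a concentration series. Viability by CellTiter-Glo luminescence; concentration-response curves fitted after normalization.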
# KB-V1 MDR tox = qHTS assay for MDR1-selective chemotherapeutics: Primary screen using the drug-selected MDR subline cells KB-V1 | actives 3.4% (n = 400,000) | Potency, µM (highest dose often 46.1 µM), for inactives: at the top dose activity change, negative = cytotoxicity, usual class: cytotoxic | KB-V1 MDR cells viability, CellTiter-Glo, 72 h; note: potency is the fitted concentration of half-maximal effect; % is set by controls: 0 for no effect and ±100 for the full control effect; nearly all actives have a fitted effect of over 60% in size
#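 KB-V1 cells (P-gp-expressing MDR subline of KB-3-1) in phenol-red-free DMEM with 10% FBS were exposed to library compounds over a concentration series for 72 h at 37 degrees C. Viability read by CellTiter-Glo luminescence; concentration-effect curves fitted after normalization.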
# ATXN2 expr inh = Primary qHTS for Inhibitors of ATXN expression. HEK-293 ATXN2-luciferase reporter, luminescence, 24 h. Potency, µM (titrated, usually from 57 µM), for the others: at the highest dose activity change, negative = inhibition, hits mostly inhibitors. actives 0.72% (n = 360,000). AID 1745845, 2022; note: potency is the fitted concentration of half-maximal effect; % is set by controls: 0 for no effect and ±100 for the full control effect; nearly all actives have a fitted effect of over 55% in size
#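 qHTS (up to 57 uM final) was run with 24 h compound exposure of reporter cells at 37 °C. Each well was multiplexed: SteadyGlo luminescence measured ATXN2-luciferase expression after a fluorogenic Gly-Phe-AFC viability readout (25 uM final).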
# IL-1B inflam inh = qHTS for Inhibitors of Inflammasome Signaling: IL-1-beta AlphaLISA Primary Screen. THP-1 LPS/ATP IL-1B secretion, AlphaLISA, 16 h; stronger effect = lower value. actives 4.7% (n = 360,000). activity change, % at 57.5 µM; in the data active = activity change below about -50%; inconclusive = mostly about -30% to -49%; note: % is set by controls: 0 for no effect and ±100 for the full control effect
#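 Secreted IL-1B measured by AlphaLISA bead assay after 16 h compound exposure of THP-1 cells; compounds (final up to 57.5 uM) added 1 h before LPS (250 ng/mL) and ATP (1.25 mM) stimulation; lower signal means less secretion.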
# Starred values were filed as active, the others as inactive; i = inactive; ? = inconclusive; . = no result given; & = joins results of further samples; [ ] = another dose, or the depositor's remark. Unless noted, calls come from the whole dose curve; as a rule, active = well fitted curve in the direction sought with a large enough effect; inconclusive = small, poorly fitted or top-dose-only effect, or another doubt; inactive = no such curve, though single readings can be large; an effect the other way counts as inactive or inconclusive. The order is random. Share with any hit: about 11%.
# A first look (2 entries):
SMILES,SW480 rerep,HT1080 IDH1KD tx,MCF10A rereplic,S2 tox,HT1080NT lethal,KB-3-1 cytotox,KB-V1 MDR tox,ATXN2 expr inh,IL-1B inflam inh
COc1ccc(CNC(=O)C2CCC(CNc3c(N4CCC(C)CC4)c(=O)c3=O)CC2)cc1 (stereo not given),-4%,-9%,-3%,i,-2%,-7%,4%,1%,-2
Fc1cccc(Cc2c(-c3ccccc3)nc3c4ccccc4ccn23)c1,.,-28%,.,?,-7%,-25%,?,52%[activator],5

# The whole of this part, previewed entries included:
SMILES,SW480 rerep,HT1080 IDH1KD tx,MCF10A rereplic,S2 tox,HT1080NT lethal,KB-3-1 cytotox,KB-V1 MDR tox,ATXN2 expr inh,IL-1B inflam inh
COc1ccc(CNC(=O)C2CCC(CNc3c(N4CCC(C)CC4)c(=O)c3=O)CC2)cc1 (stereo not given),-4%,-9%,-3%,i,-2%,-7%,4%,1%,-2
Fc1cccc(Cc2c(-c3ccccc3)nc3c4ccccc4ccn23)c1,.,-28%,.,?,-7%,-25%,?,52%[activator],5
CC(C)c1ccc(-c2nnc(N)s2)cc1,-7%,?,2%,i,?,3%,-23%,0%,-8
CCn1c(C(C)NC(=O)c2cccc(C)c2)nc2ccccc21 (stereo not given),-1%,4%,7%,i,3%,-14%,0%,3%,13
CCN1CCN(C(=O)C2CCN(c3nnc(C)c4c(C)n(-c5ccc(C)cc5)nc34)CC2)CC1,0%,-6%,18%,?,-6%,0%,-10%,.,?
COC(C[C@@H]1O[C@@H]1[C@H](O)[C@@H](C)OCc1ccccc1)OC,-16%,14%,5%,i,7%,0%,?,0%,7
Cc1[nH]n(-c2ccccc2)c(=O)c1/C=N/N1C(=O)c2cccc3cccc(c23)C1=O,?,?,14%[9.22 µM],?,?,?,7.3µM*,?,83
CCOc1ccccc1N1CCN(C(=O)C(F)(F)F)CC1,-5%,26%,-2%,i,15%,2%,1%,-2%,-12
COc1ccccc1NC(=O)N(C)C[C@@H]1OCc2ccccc2-c2c(n(C)c3ccccc23)C(=O)N([C@H](C)CO)C[C@@H]1C,.,11%,.,.,-12%,-8%,0%,?,-30
Cc1ccc(-n2nnc3ccccc3c2=O)cc1C,-6%,0%[9.24 µM],-2%,i,-2%,14%,-29%,43%[activator],11
Cc1csc2nc(=O)c3ccccc3n12,-6%,0%,3%,i,-3%,25%,-17%,-5%,35
CC1CCN(C(C)C(=O)Nc2cc(S(=O)(=O)N3CCCCC3)ccc2Cl)CC1 (stereo not given),0%,6%,5%,i,0%,?,15µM*,-5%,-17
O=C1CC[C@H](O)CCN1CCSc1ccc(Br)cc1,-3%,-6%,9%,i,3%,-3%&-22%,15%&-24%,15%,12
COCCn1c(C)cc(C(=O)CSc2ccc3ccccc3n2)c1C,-2%,-14%,?,i,-16%,7%,?,38%[activator],-4
CCOc1ccccc1NC1c2ccccc2C(=O)N1Cc1ccco1 (stereo not given),-2%,-11%,2%,i,2%,0%,9%,8%,11
O=S(=O)(Nc1cccc(-c2ccc(N3CCCC3)nn2)c1)c1cc(F)ccc1F,.,.,.,i,.,4%,?,7%,.
COC(=O)c1cc(S(=O)(=O)Nc2nn(C)c3ccccc23)oc1C,-2%,4%,-4%,i,6%,-8%,7%,-5%,20
O=C(Nc1ccccc1)c1nc[nH]c1C(=O)N1CCN(c2ccccc2)CC1,0%[9.22 µM],7%,-3%,i,18%,-1%,17%,-5%,-6
Cn1cc(-c2cc(C(=O)O)on2)cn1,-22%,1%,0%,i,-8%,-12%,-16%,.,9
CCOC(=O)c1ccc(NC(=O)CC2C(=O)N(c3cccc(OC)c3)C(=O)N2Cc2ccc(OC)cc2)cc1 (stereo not given),.,.,.,?,.,-20%,-4%,-7%,.
Cc1cc(C)cc(N(C(C)C(=O)N2CCOCC2)S(C)(=O)=O)c1 (stereo not given),-13%,2%,2%,i,4%,-1%,-7%,-11%[11.3 µM],-2
O=C(CSc1cccc[n+]1[O-])Nc1ccccc1Oc1ccccc1,?,6.5µM*,-1%,i,8.2µM*,6%,?,-43%,-102*
CCN(CC)S(=O)(=O)c1ccc(C(=O)NC(=S)N(CCO)Cc2ccccc2)cc1,-15%,-1%,?,i,3%,-2%,0%,-1%,24
CCC(C(=O)Nc1cnccn1)c1ccccc1 (stereo not given),-4%,1%,11%,i,-2%,?,?,-8%,-9
Cc1ccc(SCCC(=O)OC(C(=O)NC(N)=O)C(C)C)cc1 (stereo not given),?,11%,?,i,0%,1%,-10%,26%,23
COc1ccc(C(=O)CN2C(=O)c3ccccc3C2=O)c(OC)c1C,-3%,1%,-24%,i,8%,-2%,3%,-11%,-12
CC(=O)Nc1ccc(NC(=O)Nc2cccc(Cl)c2)cc1,-2%,-19%,-1%,i,-1%,14%,0%,24%,-2
O=c1oc2ccccc2c(N2CCOCC2)c1[N+](=O)[O-],-11%,11%,0%,i,21%,-5%,16%,0%[11.3 µM],11
COc1ccc(-c2csc(Nc3cccc(C)n3)n2)cc1OC,.,-9%,.,i,1%,-4%,?,.,-8
Nc1c(-c2cccc(Cl)c2)cnn1-c1cccc(C(F)(F)F)c1,3%,-28%,11%,?,?,?,21µM*,3%,-61*
COc1ccc(N(C(=O)c2snc(C(N)=O)c2N)C(C(=O)NC2CCCC2)c2ccc(C)o2)c(OC)c1 (stereo not given),13%,-4%,21µM*,i,-6%,10%,?,-13%,?
CN(c1ccccc1)S(=O)(=O)c1cc(C(=O)c2nccn2C)ccc1Cl,1%,6%[9.24 µM],25%,i,-6%,1%,-14%,3%,-22
COc1ccc(-c2ccc(C(C)=O)cc2)cc1[C@H]1[C@H]2C=CC[C@@H](C)[C@@H]2C(=O)N1Cc1ccccc1,17%,3%,?,i,14%,0%,?,0%,37
CC(=O)Nc1cccc(NC(=O)c2c(-c3ccccc3)noc2C)c1,-1%,-2%,-3%,i,-3%,-2%,0%,-10%,-6
Cc1ccc(Cl)cc1NC(=O)CSc1nc2ccccc2c2nc(-c3ccccc3)nn12,.,.,.,i,.,6%,-2%,8%,.
Cn1nc(C(=O)Nc2ccc(S(=O)(=O)N3CCOCC3)cc2)c2ccccc2c1=O,-27%,0%,14%,i,6%,2%,0%,-4%,17
COc1ccc(Cc2nnc(NC(=O)C3CCN(C(=O)c4ccco4)CC3)s2)cc1,-48%,-21%,2%,i,-17%,-1%,2%,-24%,14
COc1ccccc1NC(=O)c1ccc(-n2ccnc2)c([N+](=O)[O-])c1,0%,21%,?,.,16%,-3%,?,16%,0
O=C(Nc1ccccc1-c1ccccc1)c1cc(C(F)(F)F)cc(C(F)(F)F)c1,-6%,7%,4%,?,7%,6%,-6%,-16%,12
CCOc1ccc(C(C)=O)cc1CSC(=N)N,-4%,0%,-16%,i,-10%,-3%,-11%,5%,4
COc1ccc(S(=O)(=O)N2CCOCC2)cc1NC(=O)CN1CCCC1,-8%,11%,1%,i,9%,17%,-11%,-2%,15
CN(C)c1ccc(C(C(=O)NCc2ccccc2)N(Cc2cccnc2)C(=O)c2snc(C(N)=O)c2N)cc1 (stereo not given),5%,-27%,21%,i,-12%,-20%,-7%,-8%,-19
COCCNC(=S)N1CCC2CC1c1cc(-c3ccc4c(c3)OCO4)ccc12 (stereo not given),.,?,.,i,?,-8%,-2%,-37%,68
CCC(C)Sc1nc2c(c(=O)[nH]1)C(c1cccs1)C1=C(CCCC1=O)N2 (stereo not given),12%,-19%,?,?,-28%,0%,-12%,?,-10
CC1(C)Cc2c(sc(NC(=O)c3ccco3)c2C(=O)O)CO1,2%,6%,1%,i,-4%,3%,21%,17%,-12
CCOc1ccc(-c2nc(Cn3ccn4nc(-c5ccc(OCC)c(Cl)c5)cc4c3=O)c(C)o2)cc1,.,.,.,i,.,-1%,-16%,16%,.
CCn1cc(C(=O)NCCCN2CCCC(C)C2)c(=O)c2cc(S(=O)(=O)N(C)C3CCCCC3)ccc21 (stereo not given),?,3%,-2%,?,0%,-12%&3%,?,-13%,-10
O=C(Nc1ccc2c(c1)CCC2)C1CCN(c2c3c(nc4ncnn24)CCC3)CC1,9%,?,-3%,i,?,?,?,?,-18
O=C(CNC(=O)c1ccccc1)Sc1ccccc1,-14%,-14%,-30%,i,-13%,3%,1%,8%,-29
Cc1c(/C=C(\C#N)C(=O)Nc2cccc(Cl)c2)c2ccccc2n1Cc1ccccc1Cl,.,.,.,i,.,?,-3%,-2%,.
Cc1cc(C)cc(NC(=O)CSc2nnc(CNC(=O)c3ccco3)n2C)c1,-6%,-3%,-5%,i,-1%,1%,?,0%,11
CC(C)c1ccc(N(CC(=O)Nc2ccc(S(=O)(=O)N3CCOCC3)cc2)S(C)(=O)=O)cc1,18%,-1%,3%,i,-3%,?,1%,16%,?
COc1ccc(C(=O)CCC(=O)NCCc2c[nH]c3ccccc23)cc1OC,-27%,-14%,-14%,i,-7%,-4%,-15%,-12%,27
C=C(C)CSC1=C(C#N)C(c2ccccc2)CC(=O)N1 (stereo not given),-2%,1%,-1%,i,7%,0%,4%,4%,-20
Cc1ccc(C(=O)CCC(=O)OCC(=O)Nc2cc(S(=O)(=O)N(C)C)ccc2C)cc1,.,8%,.,i,6%,2%,13%,.,-6
Cc1cccc(N(C)c2ncnc3onc(-c4ccc(F)cc4)c23)c1C,17%,?,?,i,?,-9%,?,-16%,40

# Source: PubChem BioAssay (National Center for Advancing Translational Sciences (NCATS))
